Screening results (PubChem BioAssay)
ABCB6 inh MLPCN: blocks the human ABCB6 transporter. fluorescence ratio to DMSO, % at 10 µM. 360,000 compounds, 0.19% hits. Q9NP58. AID 602162. K562-ABCB6 porphyrin accumulation, flow cytometry, 1 h; active compounds read low;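 active means fluorescence ratio to DMSO below 75%, the collection mean minus 3 SD; inconclusive means too few cells collected in the well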;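 further: signal is porphyrin accumulated inside mitochondria; 100% equals median channel fluorescence of DMSO control wells; lower ratio means ABCB6 inhibition with less porphyrin fluorescence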
CaV13 FRET inh: Disruptors of the CACNA1D IQ motif to Ca2+-dependent inactivation inhibitor domain association, primary screening, Förster resonance energy transfer in intact living …; AID 743397; 340,000 compounds, 0.098% hits; inhibition, % at 12.3 µM; HEK cells, CFP/YFP FRET ICDI-IQ, plate reader, 10 min; percent FRET-ratio fall versus neutral wells;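 active means mean replicate inhibition of at least 30% and at least 1% of replicates passing that level; inconclusive means only one of the two criteria is met; inactive means neither criterion is met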;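 further: 0% = median of the neutral control wells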
PDI inh: inhibitors of human protein disulfide isomerase | 350,000 compounds, 0.052% hits | inhibition, % at 10 µM | AID 588391 | PDI insulin aggregation turbidity, A650, 90 min | P07237;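 active means mean inhibition across replicates of 30% or more, whatever share of single replicates reach that level; inconclusive means mean inhibition below 30% while every single replicate reaches 30%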;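 further: absorbance from insulin aggregation driven by PDI reduction with DTT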
Target sequence (P07237 whole entry, looked up): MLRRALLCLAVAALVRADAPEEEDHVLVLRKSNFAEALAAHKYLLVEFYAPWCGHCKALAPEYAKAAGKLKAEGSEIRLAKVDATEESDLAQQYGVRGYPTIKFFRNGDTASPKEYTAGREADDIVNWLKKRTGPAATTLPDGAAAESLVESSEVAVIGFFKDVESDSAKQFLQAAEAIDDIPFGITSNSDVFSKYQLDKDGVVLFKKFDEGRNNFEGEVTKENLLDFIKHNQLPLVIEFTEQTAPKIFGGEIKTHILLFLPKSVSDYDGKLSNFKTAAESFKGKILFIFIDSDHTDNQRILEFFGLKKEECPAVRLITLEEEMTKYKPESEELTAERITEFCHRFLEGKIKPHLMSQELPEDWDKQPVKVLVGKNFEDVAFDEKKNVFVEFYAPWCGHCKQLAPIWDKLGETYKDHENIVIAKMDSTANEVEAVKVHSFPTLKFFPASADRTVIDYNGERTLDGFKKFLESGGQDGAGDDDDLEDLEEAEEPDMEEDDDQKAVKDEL
N-glyco inh: N-linked glycosylation inhibition. reporter increase, % at 12.5 µM. 360,000 compounds, 0.23% hits. AID 588692. D54 ERlucT glycosylation luciferase reporter, 24 h; percent of 100 nM tunicamycin response;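 active means mean luciferase reporter signal, scaled so untreated is 0 and the glycosylation-blocking control 100, at or above a set limit in every replicate; inconclusive means mean reaches the limit but not every replicate does; inactive means mean below the limit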;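 further: luciferase carries N-glycosylation sites so blocking glycosylation raises the light; 0% = median of neutral control wells and 100% = median of 100 nM tunicamycin wells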
H9c2 protect: myocardial damage modulation in H9c2 cells; H9c2 cardiomyocytes, H2O2 injury protection, ATPLite, 2 h; protection from H2O2 cell death, % at 20 µM; 360,000 compounds, 0.63% hits; AID 588492;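 active means compounds giving at least 50% protection of heart cells from peroxide-induced death in the single-dose screen, raw or plate-pattern-corrected value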;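 further: 0% = DMSO wells with peroxide and 100% = DMSO wells without peroxide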
Vif imaging: HIV Vif inhibition. HEK293T cells, Vif self-association by quenched fluorescence, imaging, 24 h. AID 602346. 340,000 compounds, 0.35% hits. inhibition, % at 7.49 µM; in the data active means inhibition above about 50%, passing the limit was not always enough; inconclusive means no clear call, values can overlap the other calls; inactive means below about 31%; further: some results filed as inactive read as strong as hits
aDG glyco act: alpha-DG glycosylation activation; Pro5-aDG cells, alpha-DG glycosylation AlphaScreen (IIH6); 0% Pro5, 100% B10-LARGE cell signal; AID 624168; activation, % at 10 µM; 360,000 compounds, 0.22% hits;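 active means activation of at least 8% versus controls, or a plate z-score of at least 8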;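 further: Pro5 are CHO cells carrying HIG-tagged alpha-DG that lacks glycosylation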
HTR2A ag: activates the mouse 5-HT2A serotonin receptor; P35363; 360,000 compounds, 0.66% hits; activation, % at 7.6 µM; CHO-K1 mHTR2A beta-arrestin complementation, luminescence; percent of 30 µM serotonin response;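 active means activation above a run cutoff, the mean activation of all tested compounds plus 3 SD, cut at about 14% in these data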;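 further: 0% = plate median of compound wells and 100% = 30 µM serotonin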
MC4R antagonist: antagonists of human melanocortin 4 receptor (MC4R); P32245; MC4R-expressing cells, MTII-stimulated cAMP, LANCE TR-FRET; inhibition, % at 6.5 µM; 360,000 compounds, 0.48% hits; AID 540295;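 active means inhibition above its plate's cutoff, the mean of tested wells on that plate plus 3 SD, cut at about 29% in these data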;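 further: 0% = Melanotan II alone and 100% = Melanotan II plus saturating MCL0020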
Target sequence (P32245 whole entry, looked up): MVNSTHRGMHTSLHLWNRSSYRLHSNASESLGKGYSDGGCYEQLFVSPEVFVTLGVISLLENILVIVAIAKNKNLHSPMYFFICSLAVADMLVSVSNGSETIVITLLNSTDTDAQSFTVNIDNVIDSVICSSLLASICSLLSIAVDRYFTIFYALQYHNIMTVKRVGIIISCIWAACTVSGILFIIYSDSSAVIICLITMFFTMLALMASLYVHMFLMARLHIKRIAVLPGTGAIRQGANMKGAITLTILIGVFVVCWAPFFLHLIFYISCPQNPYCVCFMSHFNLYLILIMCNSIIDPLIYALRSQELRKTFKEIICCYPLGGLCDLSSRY
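Material: U2OS-MC4R stable cell line | Reagent: Melanotan II challenge after compound preincubation | Doses: One concentration, 6.5 µM nominal | Incubation: 30-min compound preincubation, 1-h Melanotan II challenge, 1-h detection, room temperature | Signal: TR-FRET cAMP assay | Replicates: One well per compound, no replicates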
MC4R barr agon: agonists of human melanocortin 4 receptor (MC4R) beta-arrestin. AID 540308. U2OS MC4R beta-arrestin complementation, luminescence; percent of melanotan II response, DMSO zero. 360,000 compounds, 0.98% hits. P32245. activation, % at 8.9 µM;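 active means activation above a per-plate cutoff, the mean activation of sample wells on that plate plus 3 SD, cut at about 8% in these data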
Numbers without * were called inactive; ? = inconclusive; nt = no result given; & = joins results of further samples.

SMILES	ABCB6 inh MLPCN	CaV13 FRET inh	PDI inh	N-glyco inh	H9c2 protect	Vif imaging	aDG glyco act	HTR2A ag	MC4R antagonist	MC4R barr agon
Cc1nc2ccc(Cl)cc2c(=O)n1-c1ccccc1Cl	102	-5	3	-2	3	-1	-0.1	-3	10	-1.6
O=C(CCS(=O)(=O)c1ccc(Br)cc1)N1CCC2(CC1)OCCO2	103	-5	-4	0	-5	-4	0.0	2	-3	0.1
CNC(=O)Oc1ccc2c(c1)C(=O)c1ccccc1CO2	184	nt	6	3	8	-8	-0.4	0	3	-0.8
NC(Cc1ccccc1)c1nn[nH]n1 (centres undefined)	94	-3	7	1	0	3	-0.2	-3	4	-2.7
c1ccc2c(CN3CCCCCC3)c[nH]c2c1	99	5	0	1	-16	0	0.1	-5	1	-1.1
COc1c(C)cc(C(=O)C2CCCN(C3CCOCC3)C2)cc1C (centres undefined)	101	-5	4	-1	2	2	-0.1	0	12	-0.9
Cc1nn(Cc2ccccc2)c(C)c1C(=O)NC1CCCc2ccccc21 (centres undefined)	96	-4	2	-3	-3	5	0.1	-1	-5	-0.6
C#C[C@@]1(O)CCC2C3CCC4=C/C(=N/OCC(=O)NC(C(=O)NC(CC(C)C)C(=O)O)C(C)C)CC[C@]4(C)C3CC[C@@]21C (some centres undefined)	96	-5	4	1	3	9	0.1	1	16	-2.2
COc1ccccc1OP(=O)(Nc1cccnc1)Oc1ccccc1OC	96	nt	7	1	60*	-10	-0.4	2	-4	0.8
CC1=C(C(=O)O)N2C(=O)C(NC(=O)CCCC(=O)O)C2SC1 (centres undefined)	99	-2	-1	3	-1	-2	-0.1	-1	1	-2.2
Cc1ccc(C2C(S(C)(=O)=O)=C(O)C(=O)N2c2ccccc2)cc1 (centres undefined) (tested in a mixture with another compound)	101	0	0	-1	25	5	0.5	1	-1	-1.7
C=CCn1cc(C=C2C(=O)NC(=O)NC2=O)c2ccccc21	154	-100	-1	-1	4	-13	0.0	4	-9	0.6
CCOc1ccc(Cl)cc1CNCCc1ccc(F)cc1	94	-2	9	1	-10	-7	0.1	-6	18	-0.2
CC(C)c1ccc(C2NCc3ccccc3-n3cccc32)cc1 (centres undefined)	99	-3	0	-1	-14	-4	-0.1	5	2	0.0
CN(C)C1(CNC(=O)Nc2ccc(Cl)c(Cl)c2)CCCCC1	104	-7	12	1	-4	4	1.1	-5	10	1.9
O=C(c1cc(F)ccc1F)C1CCCN(Cc2cc(Cl)ccc2O)C1 (centres undefined)	97	-4	-8	1	-4	-1	0.1	-3	4	0.1
O=C(O)C1C2c3ccccc3C(=O)C1(C(=O)O)c1ccccc12 (centres undefined)	99	-5	-44	0	-4	20	0.1	-3	9	-0.7
CCN(CCNc1ccc([N+](=O)[O-])c2cccnc12)S(=O)(=O)c1ccc(Cl)cc1	99	-5	-8	-1	2	-2	0.0	-2	7	-2.5
CCOC(=O)N(c1ccccc1)P1(=S)OCCO1	125	nt	-3	2	2	26	-0.2	1	6	1.7
C[C@@H](N)Cc1cnc[nH]1	98	-5	13	0	14	0	-0.1	15*	15	-0.6
O=c1c2ccccc2nc(Cc2ccccc2)n1-c1ccc(O)cc1	89	-5	-1	-3	3	11	0.2	5	-4	1.6
CCC(=NCCCN(C)C)c1c(O)n(-c2ccc(OC)cc2)c(=O)[nH]c1=O	98	-6	3	1	1	3	-0.2	-2	2	0.0
C=CCN1C(=O)NC(=O)/C(=C/c2cccn2C)C1=O	94	-5	-8	7	10	3	-0.1	-4	-4	-1.0
C[C@]12CC[C@@H](O)CC1=CCC1C2CC[C@@]2(C)C1CC[C@@H]2N (some centres undefined)	95	-6	-6	-3	4	?	0.3	0	6	-2.0
CN1C(=O)N(C)C(=O)C2(Cc3cc([N+](=O)[O-])ccc3N3CCN(C(=O)c4ccccc4)CC32)C1=O (centres undefined)	96	-8	-3	1	3	17	0.1	6	0	-1.6
SMILES	ABCB6 inh MLPCN	CaV13 FRET inh	PDI inh	N-glyco inh	H9c2 protect	Vif imaging	aDG glyco act	HTR2A ag	MC4R antagonist	MC4R barr agon
COC(=O)C1=C(c2cccc(OCc3ccccc3)c2)C[C@@H]2CC[C@H]1N2C(=O)NCc1ccccc1	91	-3	-2	-6	-6	-3	0.2	-1	11	-1.9
Cn1c(O)c(/C=C/C=Nc2ccccc2)c(=O)n(C)c1=S	122	-7	-11	1	6	-8	-0.2	2	1	0.1
Cc1ccc2c(c1)C1CN(C)CCC1N2C(=O)c1ccc(Br)o1 (centres undefined)	91	-5	-3	-2	6	-3	0.0	-7	0	-2.4
CN1C[C@@H]2C[C@@H](c3cccn3-c3ccccn3)N3CCC[C@@]23C1=O	98	-5	17	8	-8	6	-0.5	6	0	-1.2
COC(=O)C1=C(c2c(C)noc2C)C[C@@H]2CC[C@H]1N2C(=O)N1CCc2cc(OC)c(OC)cc2C1	97	nt	0	1	4	38	-0.2	0	7	-0.7
CCNC(=O)NC(=O)C(C)OC(=O)c1c(C)nn(Cc2ccccc2)c1Cl (centres undefined)	97	-2	-21	-1	-5	-1	0.3	1	-2	-1.2
CCCCn1c(O)c(C(CC)=NCc2cc(OC)cc(OC)c2)c(=O)[nH]c1=O	98	nt	-7	0	3	-8	0.4	1	4	3.3
O=C1C2CCCN2C(c2cccnc2)N1c1cccc(Cl)c1 (centres undefined)	102	-6	5	1	3	2	-0.3	4	9	-0.6
O=C(O)C1(Br)CC12c1ccccc1-c1ccccc12 (centres undefined)	95	-7	8	3	4	-6	0.0	0	4	-1.1
Cc1cc(N2CCOCC2)ccc1/C=C1\C(=O)NC(=O)N(c2ccccc2)C1=O	105	-4	11	3	3	0	0.1	1	24	-2.8
Nc1nnc(CCN2CCCCC2)s1	102	nt	-5	2	11	-11	-0.3	1	-6	-1.3
O=c1[nH]c(=O)n(CCC2=CCCCC2)c(O)c1C=Nc1cccc(F)c1	96	-4	3	-1	3	-1	0.2	0	0	0.9
CC1CCN(CC(=O)c2cccc(C(F)(F)F)c2)CC1	94	-4	-1	1	-10	-1	0.2	-2	1	-2.1
COC(=O)C1=C(c2cccc(C#N)c2)C[C@@H]2CC[C@H]1N2C(=O)NCCOc1ccccc1	96	-5	-4	-1	9	-1	0.1	11	8	-1.4
O=[N+]([O-])c1cccc(CCl)c1	103	nt	nt	-1	1	-3	0.0	1	4	0.5
C[C@]12CCC3C(CC[C@H]4C[C@@H](O)CC[C@]34C)C1[C@H]1CN=N[C@H]1[C@@H]2O (some centres undefined)	104	-6	1	-8	14	-14	-0.1	3	18	-1.1
CN1CCN(S(=O)(=O)c2ccc(Cl)nc2)CC1	98	-18	0	2	8	3	-0.2	-1	-2	-1.3
Nc1ncc(P(=S)(N2CCOCC2)N2CCOCC2)s1	97	0	2	2	4	4	-0.3	1	2	-0.4
COC(=O)C1=C(c2ccc(OC)c(OC)c2)C[C@@H]2CC[C@H]1N2C(=O)NC(C)C	91	-5	-1	0	6	-3	0.0	5	13	0.3
COc1cc2c(cc1OC)C13CCN4CC5=CCOC6CC(=O)N2C1C6C5CC43 (centres undefined) (tested in a mixture with another compound)	98	nt	nt	6	-2	16	0.0	-1	2	-0.3
COc1cccc(C(c2nnnn2C(C)(C)C)N2CCC3(CC2)C(=O)NCN3c2ccccc2)c1OC (centres undefined)	97	-8	nt	-2	18	3	-0.5	4	nt	nt
O=C(c1cc2nc(-c3ccccc3)cc(-c3ccccc3)n2n1)N1CCC2(CC1)OCCO2	98	-1	-3	-4	18	-3	0.0	1	16	-0.2
Oc1c(Br)cc(Br)cc1Br	99	nt	nt	-2	-3	-3	0.1	-1	14	-0.5
O=c1[nH]c(=O)n(Cc2ccc(F)cc2)c(O)c1C=NCCCO	96	-3	-8	2	2	-2	-0.3	2	-3	-0.9
CC(C)n1cc(C(=O)N(CC(=O)NC2CCCC2)Cc2ccccc2)cn1	90	-6	13	1	6	-17	-0.1	-4	-2	-2.5
SMILES	ABCB6 inh MLPCN	CaV13 FRET inh	PDI inh	N-glyco inh	H9c2 protect	Vif imaging	aDG glyco act	HTR2A ag	MC4R antagonist	MC4R barr agon
O=C(c1cn(Cc2ccccc2F)c2ncccc12)C(F)(F)F	93	-4	14	-2	-1	3	-0.1	4	5	2.2
C=CCN1CC[C@]23c4c5ccc(O)c4OC2C(O)C=CC3[C@H]1C5 (some centres undefined)	102	nt	-2	1	10	-5	-0.4	-2	11	-0.1
CN(C)C(=O)Oc1ccc2oc(=O)cc(-c3cc4ccccc4o3)c2c1	97	-6	-5	-1	-5	16	-0.2	0	0	2.8
CCCN1CCc2cc(O)cc3c2[C@H]1Cc1ccc(O)c(O)c1-3	102	-5	0	-3	5	-2	-0.2	48*	-14	-2.3
CC1(C)NC(=S)C(C)(C)N1N=O	96	-5	-5	0	10	10	0.1	1	-2	-1.2
O=c1cccc2n1CC1CC2CN(c2nc(N3CCCCC3)nc(N3CCCCC3)n2)C1 (centres undefined)	97	-3	6	2	4	0	-0.1	0	-1	0.8
OCC1CO1 (centres undefined)	101	nt	nt	0	0	?	-0.2	5	3	0.8
CCCCOc1ccc(CN2CCN(CCO)CC2)cc1	103	-4	4	0	1	16	0.3	-1	1	-1.1
S=P1(Oc2ccccc2)Nc2ccccc2N1	100	-9	-6	-2	6	-1	0.0	5	13	-0.3
CCc1ccc(-c2nn(Cc3ccccc3)cc2C=O)cc1	107	-3	2	-2	-2	14	0.1	-3	-5	-1.1
CN(C)C(=O)Oc1ccc2c(c1)O/C(=C\c1cccc([N+](=O)[O-])c1)C2=O	?	-2	-4	-2	-2	0	0.1	7	5	0.6
Cc1cc(/C=C2\C(=O)NC(=S)N(C)C2=O)c(C)n1C1CCCCC1	105	-2	-5	1	-2	-2	-0.3	7	-10	0.8
CN1C(=O)/C(=C\c2ccc(N3CCCCC3)o2)C(=O)NC1=S	97	-4	6	-3	-3	2	-0.3	6	-29	-3.1
COC(=O)C(C)Oc1cc(C)cc2oc(=O)c3c(c12)CCCC3 (centres undefined)	91	-4	-2	nt	13	3	-0.1	1	-4	-0.8
COC(=O)C1=C(c2ccc(F)cc2OCc2ccccc2)C[C@@H]2CC[C@H]1N2C(=O)NCCOc1ccc(OC)cc1	95	-11	-2	-4	-4	0	0.6	-5	12	1.2
Nc1ccccc1N=Cc1c(O)n(CCC2=CCCCC2)c(=O)[nH]c1=O	91	-5	-4	1	0	-3	-0.1	0	4	5.2
c1ccc2nc(N3CCNCC3)ccc2c1	96&99	-4&-5	0&-2	2&0	14&14	-8&10	-0.2&0.0	51*	6&-4	0.7&0.3
C[C@@H]1CN([C@H](C)CO)C(=O)CCCn2nncc2CO[C@@H]1CN(C)C(=O)Oc1cccc2ccccc12	96	-2	10	2	0	-6	-0.3	2	1	-0.4
CCOc1ccc2oc(C(=O)NN3C(C)CCCC3C)c(C)c2c1 (centres undefined)	92	-2	9	2	-12	12	-0.1	0	2	-2.1

Not all compounds are listed (hit frequency here may not be typical).
